Assay outcomes deposited in PubChem BioAssay by several laboratories.
OX1R antagonist – antagonists of human orexin 1 receptor | O43613 | CHO/OX1R cells, Fluo-8 calcium fluorescence, orexin A | inhibition, % at 5 µM | 330,000 tested, 0.43% active;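 active = inhibition above its plate's threshold, mean inhibition of all tested compounds on the plate plus 3 SD, cut at about 37% in these data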;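 also: 0% = orexin A challenge wells and 100% = SB-334867-A antagonist wells; not every result past the cut was called active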
Target sequence (O43613 whole entry, looked up): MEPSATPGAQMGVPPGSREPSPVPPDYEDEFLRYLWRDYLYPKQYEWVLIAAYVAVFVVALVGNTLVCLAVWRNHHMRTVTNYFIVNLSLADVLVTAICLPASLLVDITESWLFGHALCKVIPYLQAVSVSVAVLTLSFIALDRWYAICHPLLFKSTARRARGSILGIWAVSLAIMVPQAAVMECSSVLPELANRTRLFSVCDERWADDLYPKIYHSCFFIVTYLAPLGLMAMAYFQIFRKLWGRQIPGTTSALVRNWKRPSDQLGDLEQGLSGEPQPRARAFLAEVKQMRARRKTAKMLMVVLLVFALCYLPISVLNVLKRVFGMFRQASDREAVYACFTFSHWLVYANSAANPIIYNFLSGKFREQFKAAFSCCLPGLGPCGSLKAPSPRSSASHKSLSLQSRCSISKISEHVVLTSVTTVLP
CHT allo act – allosterically activates the human high affinity choline transporter | CHT-expressing cells, membrane potential dye, choline EC20; active compounds read high; LV-AA mutant CHT in HEK293 cells | B-score at 10 µM | 310,000 tested, 0.49% active;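 active = initial fluorescence not abnormally high and integrated response B-score, plate-corrected, over 3 SD above library mean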
* = called active by the depositor; i = inactive; · = no result given.

SMILES | OX1R antagonist | CHT allo act
Cc1ccc(S(=O)(=O)NC(C)C(c2cccs2)N2CCN(c3ccccc3)CC2)cc1 (stereo not drawn) | -44 | i
CCCCCn1cnnc1SCC(=O)c1ccc2c(c1)OCO2 | -1 | ·
CCOC(=O)CCC(NC(=O)CC(=O)NC(CCC(=O)OCC)C(=O)OCC)C(=O)OCC (stereo not drawn) | -23 | i
CCc1nnc(NC(=O)c2cccc(S(=O)(=O)N(C)c3ccccc3)c2)s1 | -28 | i
COc1cccc(NC(=O)CCP(C)(=O)O)c1 | -13 | i
Cc1cnc(C(=O)OCC(=O)NC2CCCCCCC2)cn1 | -5 | i
CSCCC(NS(=O)(=O)c1ccc2c(c1)oc(=O)n2C)C(=O)NC1CCN(Cc2ccccc2)CC1 (stereo not drawn) | -17 | i
COc1cc(NC(=O)CSc2nncn2C)c(C)cc1[N+](=O)[O-] | -6 | i
COc1ccc(S(=O)(=O)N2CCN(Cc3ccccc3)CC2)c(C)c1 | -28 | i
Cc1ccccc1NC(=O)Cc1nnc(N)s1 | 3 | i
CS(=O)(=O)N(CC(N)=O)c1ccc(F)c(Cl)c1 | -13 | i
O=C(CCCCn1c(=O)[nH]c2ccccc2c1=O)NCCC1=CCCCC1 | -37 | i

Single records, from the list above.
Shown for `CCCCCn1cnnc1SCC(=O)c1ccc2c(c1)OCO2` : OX1R antagonist = -1; CHT allo act = ·
Shown for `CSCCC(NS(=O)(=O)c1ccc2c(c1)oc(=O)n2C)C(=O)NC1CCN(Cc2ccccc2)CC1` (stereo not drawn) : OX1R antagonist = -17; CHT allo act = i
Shown for `CCc1nnc(NC(=O)c2cccc(S(=O)(=O)N(C)c3ccccc3)c2)s1` : OX1R antagonist = -28; CHT allo act = i

The list continues.
SMILES | OX1R antagonist | CHT allo act
COc1cc(C(C)=O)ccc1OCC(O)CN1CCN(c2ccc(C)cc2C)CC1 (stereo not drawn) | -19 | i
Cc1ccc(C(=O)CSc2nnc(COc3cccc(C)c3)o2)cc1 | -28 | i
O=C(COC(=O)c1ccc2c(=O)n3c(nc2c1)CCC3)NC1CCS(=O)(=O)C1 (stereo not drawn) | -14 | i
COc1ccc(-c2c(-c3cc(OC)cc(OC)c3)n(C)c3ccc(-c4cnc(OC)nc4)cc23)cc1 | -8 | ·
CNC(=S)NNC(=O)c1sc2cc(C(F)(F)F)cnc2c1-c1ccccn1 | -37 | i
O=C1C/C(=C/NCc2ccccc2)C(=O)N1 | -12 | i
CCOC(=O)NC(=O)C(=CNc1ccc(C)cc1)C(=O)NC(=O)OCC | -10 | i
Cc1noc(C)c1C(=O)OCC(=O)c1ccc[nH]1 | -16 | i
CCCCn1nc2cc(C(=O)NCc3ccc(OC(F)(F)F)cc3)ccc2c1OC | -34 | i
OCCN1CCN(C(=S)Nc2ccccc2)CC1 | 4 | i
CC(=O)c1ccc(NS(=O)(=O)Cc2ccc(Cl)cc2)cc1 | -18 | i
Cc1ccc(NC(=O)COC(=O)CSCC(=O)Nc2cc(C)on2)c(C)c1 | 9 | i

Reformatted field by field: 4 of the compounds above.
Cc1ccc(S(=O)(=O)NC(C)C(c2cccs2)N2CCN(c3ccccc3)CC2)cc1 (stereo not drawn)
  OX1R antagonist = -44	CHT allo act = i
CCCCCn1cnnc1SCC(=O)c1ccc2c(c1)OCO2
  OX1R antagonist = -1	CHT allo act = ·
CCOC(=O)CCC(NC(=O)CC(=O)NC(CCC(=O)OCC)C(=O)OCC)C(=O)OCC (stereo not drawn)
  OX1R antagonist = -23	CHT allo act = i
CCc1nnc(NC(=O)c2cccc(S(=O)(=O)N(C)c3ccccc3)c2)s1
  OX1R antagonist = -28	CHT allo act = i

Three entries from above, field by field.
Cc1noc(C)c1C(=O)OCC(=O)c1ccc[nH]1
  OX1R antagonist = -16; CHT allo act = i
CNC(=S)NNC(=O)c1sc2cc(C(F)(F)F)cnc2c1-c1ccccn1
  OX1R antagonist = -37; CHT allo act = i
O=C(COC(=O)c1ccc2c(=O)n3c(nc2c1)CCC3)NC1CCS(=O)(=O)C1 (stereo not drawn)
  OX1R antagonist = -14; CHT allo act = i

Retrieved by structure from the list above, 4 records:
SMILES | OX1R antagonist | CHT allo act
OCCN1CCN(C(=S)Nc2ccccc2)CC1 | 4 | i
Cc1ccc(NC(=O)COC(=O)CSCC(=O)Nc2cc(C)on2)c(C)c1 | 9 | i
Cc1ccc(C(=O)CSc2nnc(COc3cccc(C)c3)o2)cc1 | -28 | i
CCCCn1nc2cc(C(=O)NCc3ccc(OC(F)(F)F)cc3)ccc2c1OC | -34 | i

Continuation:
SMILES | OX1R antagonist | CHT allo act
O=C(CN1N=C(C(F)(F)F)CC1(O)c1ccc([N+](=O)[O-])cc1)c1ccccc1 (stereo not drawn) | -9 | i
O=C(NCCc1c[nH]c2ccccc12)c1ccc2c(c1)OCO2 | -8 | i
Cc1ccccc1NC(=O)N1CCCC(c2nc(-c3ccc(C(C)C)cc3)no2)C1 (stereo not drawn) | -16 | i
Cc1ccsc1C(=O)N1CCCC(CCC(=O)NCc2ccccc2F)C1 (stereo not drawn) | -18 | i
Cc1ccc(NS(=O)(=O)c2c(C)nc3sccn3c2=O)c(C)c1 | -12 | i
CC(C)CCc1noc(CN2CCC(C(=O)N3CCOCC3)CC2)n1 | 1 | i
CC1(C)CC(=O)C(C=NCCN2CCN(C3CC(=O)N(c4ccc(Cl)c(Cl)c4)C3=O)CC2)=C(O)C1 (stereo not drawn) | -25 | i
CC(=O)N1Cc2cc(N)ccc2Oc2ccccc21 | -16 | i
COc1cccc(C(=O)/C=C/Nc2ccc(S(=O)(=O)Nc3cnc4ccccc4n3)cc2)c1 | -7 | i
COc1ccc(C(=O)OCC(=O)Nc2cccc(C(C)=O)c2)c(OC)c1OC | -1 | i
COC(=O)Cc1ccc(NC(=S)NCC(C)C)cc1 | -11 | i
Cc1ccc2occ(C3NC(C(=O)O)CS3)c(=O)c2c1 (stereo not drawn) | 0 | i
O=C(c1ccc(OC2CCN(Cc3ccccn3)CC2)cc1)N1CCCCO1 | -24 | i
COCCN(CC(=O)NCc1ccc(OC)cc1)C(=O)CCC(=O)Nc1nccs1 | -5 | i
Cn1c(=O)n(C)c2cc([N+](=O)[O-])c(N3CCN(C(=O)c4ccc(Cl)cc4)CC3)cc21 | -3 | i
CCC(C)[C@H]1COCCS(=O)(=O)N1Cc1ccc(C)cc1 (stereo partly drawn) | -17 | i
Cc1ccc(C)c2[nH]c(=O)c(CCNC(=O)Cc3cccs3)cc12 | -8 | i
